UHRF1 binding = UHRF1 methyl-DNA binding inhibition; Q96T88; UHRF1 binding to methylated oligo, TR-FRET; inhibition, % at 4.4 µM; 370,000 tested, 0.75% active; in the data active = inhibition above about 21%;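 also: UHRF1 SRA domain binding a hemimethylated CpG hairpin DNA probe; 0% = median of test compound wells and 100% = reference inhibitor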
PLCg1 inh = inhibitors of human phospholipase C gamma1; purified PLC-gamma1, fluorogenic substrate, fluorescence; inhibition, % at 12.2 µM; 370,000 tested, 0.84% active; in the data active = inhibition above about 9.5%
proKLK7 act = activators of human kallikrein-7 zymogen; purified proKLK7, EDANS-DABCYL substrate fluorescence; 100% is mature enzyme control, 0% vehicle; P49862; 370,000 tested, 0.9% active; activation, % at 7 µM;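 active = activation above the mean of all tested compounds plus 3 SD, computed per campaign excluding outliers beyond control limits, cut at about 13% in these data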
MBD2 inh = blocks human MBD2 binding to methylated DNA. TR-FRET, MBD2 binding to methylated oligonucleotide. inhibition, % at 4.4 µM. Q9UBB5. 370,000 tested, 0.31% active; in the data active = inhibition above about 13%
PLC-beta3 inh = PLC-beta3 (human) inhibition, primary screen; Q01970; Purified PLC-beta3, fluorogenic substrate, fluorescence; inhibition, % at 12.2 µM; 370,000 tested, 0.18% active; in the data active = inhibition above about 11%;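 also: 0% = median of compound wells on plate and 100% = full blocker control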
ADAM17 inh = inhibits human ADAM17. 370,000 tested, 0.83% active. P78536. recombinant ADAM17, EDANS/DABCYL FRET peptide cleavage. inhibition, % at 6.95 µM. AID 720648;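 active = inhibition above the mean of compounds lying between control limits plus 3 SD, set per campaign, cut at about 8.5% in these data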;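 also: 0% = DMSO-only wells as the low control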
ASAP1 inh = blocks human ASAP1-stimulated Arf1 GTP hydrolysis. GDP FP detection. 360,000 tested, 0.19% active. inhibition, % at 16.5 µM. Q9ULH1; in the data active = inhibition above about 25%;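 also: 0% = vehicle with enzyme and substrate and 100% = no enzyme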
DDE Tn6 FP inh = DD(E)-Tn6 binding inhibition, primary FP screen | P02675 | Fibrin DD(E) TRITC-Tn6 fluorescence polarization displacement | inhibition, % at 8.3 µM | 370,000 tested, 0.21% active;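 active = inhibition above a per-campaign cutoff: mean of compounds within control limits plus 3 SD, cut at about 15% in these data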;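 also: 0% = median of all compound wells on the plate and 100% = blocking peptide control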
ARFGAP1 inhibitor = inhibitors of rat ARFGAP1; Arfgap1-stimulated ARF1 GTP hydrolysis, GDP FP detection; AID 651572; 360,000 tested, 0.26% active; Q62848; inhibition, % at 16.5 µM;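 active = inhibition above a per-plate limit, mean inhibition of low control wells plus 3 SD, cut at about 25% in these data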;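 also: 0% = DMSO wells with enzyme and 100% = wells lacking Arfgap1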
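Assay system: purified rat His6-Arfgap1 residues 1-136 (GAP domain); Reagent: human Δ17 ARF1 bound to GTP; Dosing: 16.5 µM single point, 1.26% DMSO; Times: GTP hydrolysis reaction 2 h at 25 °C; Signal: FP, GDP Alexa 633 tracer displaced from anti-GDP antibody, 620/688 nm; Measure: % inhibition from polarization.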
Tn7 DDE FP = inhibitors of Tn7 peptide binding to human fibrin DD(E); FP displacement of FITC-Tn7 peptide from fibrin DD(E); 0% = median of compound wells per plate; 370,000 tested, 0.13% active; inhibition, % at 8.3 µM;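 active = inhibition above the mean of compounds falling within the control limits plus 3 SD of them, cut at about 14% in these data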;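 also: 0% = plate median of compound wells and 100% = 10 µM Aha-Tn7 peptide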
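Assay system: human fibrin DD(E) protein / Input: 2 µM fibrin DD(E) / Benchmarks: high control of 10 µM Aha-Tn7 peptide / Measured by: fluorescence polarization of the labelled Tn7 tracer / Medium: Tris buffer with calcium and detergent, pH 7.8 / Timing: 10 min compound pre-incubation, 3 h probe incubation at room temperature / Repeats: one replicate per compound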
Starred values were filed as active, the others as inactive; . = no result given. Rows are unselected, and some 4.1% of all compounds hit somewhere here.

item	UHRF1 binding	PLCg1 inh	proKLK7 act	MBD2 inh	PLC-beta3 inh	ADAM17 inh	ASAP1 inh	DDE Tn6 FP inh	ARFGAP1 inhibitor	Tn7 DDE FP	Compound
1	-2	-3	-0.4	0	-11	-1	-21	7	-7	8	O=S(=O)(Nc1cccc(-c2nnco2)c1)c1ccc(Cl)cc1
2	22*	-28	-0.2	8	-36	3	7	1	14	3	COc1cc(O)c(C(CCN2CCN(c3ccccc3)CC2)c2ccc(N(C)C)cc2)c(OC)c1 (stereo unspecified)
3	2	-1	-0.8	2	-1	-4	8	-4	4	9	COc1ccc(-c2nc(C)c(C(C)=O)n2O)cc1[N+](=O)[O-]
4	1	0	0.2	1	3	-3	-12	1	3	9	COc1ccc(C(=O)NCc2nnc(SCC(=O)Nc3cccc(C(F)(F)F)c3)o2)cc1OC
5	1	-1	0.6	-4	2	0	-8	-1	0	10	C#CCNC(=O)C1=C[C@H](C)[C@@H](CCCO)[C@H](OCC)O1
6	-1	2	-0.5	-4	5	-4	-10	3	-4	-5	COc1ccc(NC(=O)CCN2C(=O)C3C4CCC(C4)C3C2=O)cc1 (stereo unspecified)
7	2	0	0.1	2	-11	-3	0	6	-4	2	CCc1nnc(NC(=O)CSCc2cc(=O)n3nc(C(C)C)sc3n2)s1
8	-2	0	-0.8	3	-1	-1	-9	1	0	3	COCCn1c(COc2ccc(C)cc2)nc2ccccc21
9	-1	-3	-0.7	-2	0	-6	-10	1	-6	8	CCC(C)(C)n1nnnc1C(c1ccccn1)N1CCN(c2cccc(OC)c2)CC1 (stereo unspecified)
10	0	2	0.5	-2	-2	2	7	7	7	-6	COCc1nnc(NS(=O)(=O)c2ccc(Br)cc2)s1
11	5	0	-0.5	-2	-5	0	5	-3	-6	-6	CC(C)n1c(N2CCCC2)nc2c1c(=O)[nH]c(=O)n2C
12	0	-1	0.0	-2	4	-4	-2	5	2	5	C[C@@H]1C(=O)O[C@H]2CC34[C@H]5C[C@@H](C(C)(C)C)[C@]36[C@@H](OC(=O)[C@@H]6O)O[C@@]4(C(=O)O5)[C@]21O (stereo partly specified)
13	-1	-2	0.1	-2	0	-2	-10	4	0	2	CC(=O)c1sc(NC(=O)c2cccc(N3C(=O)CCC3=O)c2)nc1-c1ccccc1
14	0	0	0.2	1	-6	1	-10	1	-4	-1	COc1ccc(S(=O)(=O)Nc2ccccc2C(=O)N2CCOCC2)cc1F
15	1	-8	-0.2	0	-6	-14	-3	-5	-11	-8	COc1cc(-c2cc(OC)c(O)c(OC)c2)cc(OC)c1O
16	1	5	-1.2	5	-1	0	8	-4	-10	-6	CC1(C)CC(=O)C(C2C3=C(CC(C)(C)CC3=O)Oc3ccc4ccccc4c32)C(=O)C1 (stereo unspecified)
17	-1	-1	1.0	1	-2	0	7	0	-4	7	O=C(NCc1cccs1)C1Cc2c(-c3ccccc3Oc3ccccc3)ccnc2O1 (stereo unspecified)
18	4	-1	-0.1	4	5	12*	7	-5	-2	5	COc1ccc(C2c3c(-c4ccccc4O)n[nH]c3C(=O)N2CCc2ccc(OC)c(OC)c2)cc1 (stereo unspecified)
19	-5	6	0.6	0	3	3	7	-6	-1	-9	COc1ccc(N2CCN(C(=O)CN(c3ccc(Br)cc3)S(C)(=O)=O)CC2)cc1
20	-3	-30	0.1	-9	-54	-9	-1	-2	1	8	Cn1cccc1/C=C1\CCc2ccccc2C1=O
21	1	6	-0.2	-1	3	1	-2	-8	11	-8	CC1(C)CC(NC(=O)c2ccccc2Cl)CC(C)(C)N1
22	-1	0	0.3	0	-4	1	-16	-2	1	-5	O=C(CN1C(=O)C2CCCCC2C1=O)Nc1ccccc1C(=O)O (stereo unspecified)
23	3	-22	0.1	0	-27	2	8	-2	12	-1	Cc1ccccc1Nc1cc(C(=O)NCc2ccco2)c2ccccc2n1
24	-1	1	-0.2	-4	-5	-4	-6	8	-14	6	Cc1onc(-c2c(Cl)cccc2Cl)c1C(=O)NC1CCCCC1
25	0	2	0.7	2	-4	-4	.	6	.	7	CCCCCCCCN1C(=O)[C@@H](CC(=O)NCCCOC)C[C@@]2(C(=O)OC)C1=C[C@H](COCc1ccccc1)O[C@@H]2C
26	3	1	0.0	5	-7	-5	0	6	-8	2	Cc1c(N2C(=O)C3C4C=CC(C4)C3C2=O)c(=O)n(-c2ccccc2)n1C (stereo unspecified)
27	7	-2	-0.1	3	-1	-6	-7	-2	6	4	COc1cccc(NC(=O)C2CCCN(S(=O)(=O)c3ccc(-n4cnnn4)cc3)C2)c1 (stereo unspecified)
28	-4	1	0.4	4	-3	0	-5	3	-13	6	CSc1nnc(SCC#N)s1
29	3	1	0.2	5	-9	-2	2	-6	-16	0	COc1ccccc1NS(=O)(=O)c1cc(C(=O)NC2CC(C)(C)NC(C)(C)C2)ccc1Cl
30	-1	2	-0.1	-5	-1	4	2	7	-5	5	O=C(Cc1ccc(Cl)cc1)Nc1ccccc1Sc1ccccc1
31	1	-2	0.1	3	-2	-6	-5	3	1	5	CS(=O)(=O)N(CC(=O)N1CCN(Cc2ccccc2)CC1)C1CCCCC1
32	1	0	0.7	-4	-2	-1	-4	-4	15	0	COCCSc1nnc(NC(=O)Cc2ccc(OC)c(OC)c2)s1
33	0	-1	0.3	4	2	-5	-10	-4	2	1	CCCn1c(=O)[nH]c(=O)c2c1nc(-c1ccc3c(c1)OCCO3)n2CCN1CCOCC1
34	3	3	-0.3	-1	-7	-6	0	-2	3	-1	Cc1cccc(C)c1NC(=O)CNC(=O)CCC(=O)N1CCOCC1
35	-3	-1	0.6	2	-1	-2	-6	-1	3	-7	O=C(O)c1cc(S(=O)(=O)N2CCCCCC2)c(Cl)cc1Cl
36	-4	5	0.7	2	5	-1	-11	2	-4	-8	CCOC(=O)C1CCN(Cc2cnc(Oc3ccc(N)cc3)s2)CC1
37	1	-1	0.2	-4	-4	0	16	-1	-5	3	O=C(CN1C(=O)NC2(CCCC2)C1=O)Nc1ccc(F)c(Cl)c1
38	4	-2	0.1	-5	-1	0	-8	5	8	-1	CC(=O)NC(CC(=O)NC1CCCc2ccccc21)c1ccccc1 (stereo unspecified)
39	-1	3	0.4	-2	-6	-2	0	-4	-4	-6	O=C1CCN(Cc2nc(-c3ccc(Cl)cc3)no2)CCN1
40	1	4	0.0	1	-5	-3	-20	-12	7	-2	CN(CC(=O)Nc1ccccc1Cl)C(=O)COC(=O)CN1C(=O)NC2(CCCC2)C1=O
41	0	3	0.1	-2	0	-5	-4	12	14	-3	NC(=O)c1oc2ccc(Cl)cc2c1NC(=O)CN1CCOCC1
42	6	3	0.2	9	-1	-2	4	-10	5	0	O=C1c2ccccc2C(=O)N1CN(C(=O)COc1ccc(Cl)cc1Cl)c1cccc(F)c1
43	7	6	0.1	12	-3	-2	17	-1	7	-3	CCNc1nc(NCC)nc(N(C#N)CCOc2ccccc2)n1
44	4	-3	-0.6	1	-10	-7	0	8	2	1	CC(C)C(NS(=O)(=O)c1cccs1)C(=O)NCCCN1CCCCCC1 (stereo unspecified)
45	3	3	0.2	-1	0	1	-4	9	2	-3	COc1ccc(S(=O)(=O)NCC2CCCN(C(=O)c3occc3C)C2)cc1 (stereo unspecified)
46	0	0	0.8	5	-5	0	-3	2	0	-2	N#CCNC1CC(=O)N(c2ccc(F)cc2)C1=O (stereo unspecified)
47	7	2	0.1	3	-5	1	4	-1	-6	-1	Cc1oc(-c2ccoc2)nc1CN(Cc1ccccc1)CC1CC1
48	-1	-1	0.5	4	-5	-3	0	-2	-7	2	COc1ccccc1N1CC(C(=O)Nc2nnc(SCC(=O)N3CCOCC3)s2)CC1=O (stereo unspecified)
49	-6	-45	-0.3	-3	-68	-10	9	-6	15	-3	O=C(Nc1nccs1)c1ccc(-c2ccc(Cl)cc2)o1
50	7	6	-0.2	4	-9	1	-6	-13	-13	-8	Cc1ccc(S(=O)(=O)N2[C@@H](c3ccc(F)cc3)C(C(=O)O)=CC[C@H]2c2ccc(C(C)C)cc2)cc1

The list continues:
item	UHRF1 binding	PLCg1 inh	proKLK7 act	MBD2 inh	PLC-beta3 inh	ADAM17 inh	ASAP1 inh	DDE Tn6 FP inh	ARFGAP1 inhibitor	Tn7 DDE FP	Compound
51	-1	0	0.1	2	-7	0	3	3	2	12	CS(=O)(=O)c1[nH]nc(-c2ccccc2Cl)c1C#N
52	-3	8	-0.4	-7	-8	8	-3	-5	-22	0	COc1cccc(/C=C2\SC(=S)N(NS(=O)(=O)c3ccc(C)cc3)C2=O)c1OC
53	0	2	0.8	1	-1	-1	3	5	14	-6	CCc1ccc(S(=O)(=O)NCCc2cn3ccsc3n2)s1
54	0	-3	0.4	0	1	-4	-6	2	-9	11	Cc1ccc([C@H]2C[C@H](O)[C@@H](n3cc(C4CC4)nn3)CN2C(=O)c2cccs2)cc1
55	1	-31	0.5	1	-37	-6	-4	1	-3	0	O=C(C1CCCO1)N1CCN(c2c3c(nc4cc(-c5ccc(F)cc5)nn24)CCC3)CC1 (stereo unspecified)
56	2	4	0.2	-3	-2	-1	14	-8	0	-4	CC(C)(C)c1ccc(C(CC(=O)O)NC(=O)C23CC4CC(CC(C4)C2)C3)cc1 (stereo unspecified)
57	1	3	-0.8	3	-7	-3	14	10	1	1	CCOC(=O)C1CCCN(C(=O)C2COc3ccccc3O2)C1 (stereo unspecified)
58	-1	1	0.8	-1	-5	0	1	0	1	12	CCCN1CCC(N(CCc2ccccc2)Cc2ccccc2)CC1
59	-1	-2	0.0	-1	-6	-1	1	1	-5	1	Cc1cccc(NC(=O)C(=O)NCC2CCCN2S(=O)(=O)c2ccccc2)c1 (stereo unspecified)
60	1	7	-0.4	4	-3	3	-7	-1	-1	-1	COc1ccc(CN2C(=NC(=O)C3CC3)SC3CS(=O)(=O)CC32)cc1OC (stereo unspecified)
61	-1	-18	-0.7	-4	-34	-6	7	0	3	-2	CCN(CC)c1cc(C)c2cc(NC(=O)c3ccccc3F)ccc2n1
62	-2	0	-0.7	0	-9	-5	-6	-2	1	-3	Cc1c(C(=O)Nc2cccc([N+](=O)[O-])c2)sc2ncn(CC(=O)N3CCOCC3)c(=O)c12
63	-2	0	0.3	-6	-6	-3	8	4	6	-4	COc1cc(C(=O)N2CCN(C(=O)c3cc(-c4ccccc4)n[nH]3)CC2)cc(OC)c1OC

Single records, as listed above. Values in the order: UHRF1 binding, PLCg1 inh, proKLK7 act, MBD2 inh, PLC-beta3 inh, ADAM17 inh, ASAP1 inh, DDE Tn6 FP inh, ARFGAP1 inhibitor, Tn7 DDE FP
Entry for CC(C)(C)c1ccc(C(CC(=O)O)NC(=O)C23CC4CC(CC(C4)C2)C3)cc1 (stereo unspecified) : 2, 4, 0.2, -3, -2, -1, 14, -8, 0, -4
Entry for Cc1ccc([C@H]2C[C@H](O)[C@@H](n3cc(C4CC4)nn3)CN2C(=O)c2cccs2)cc1 : 0, -3, 0.4, 0, 1, -4, -6, 2, -9, 11
Entry for Cc1cccc(NC(=O)C(=O)NCC2CCCN2S(=O)(=O)c2ccccc2)c1 (stereo unspecified) : -1, -2, 0.0, -1, -6, -1, 1, 1, -5, 1
Entry for CCCN1CCC(N(CCc2ccccc2)Cc2ccccc2)CC1 : -1, 1, 0.8, -1, -5, 0, 1, 0, 1, 12
Entry for CCN(CC)c1cc(C)c2cc(NC(=O)c3ccccc3F)ccc2n1 : -1, -18, -0.7, -4, -34, -6, 7, 0, 3, -2
